Source: PubChem
ST2 inh: inhibitors of human ST2 (IL1RL1) binding to IL-33. Q01638. AlphaLISA ST2-Fc/biotin-IL-33 interaction, 1 h. inhibition, % for hits at 17 µM. hit rate 2.3% among 78,000. AID 1259354; in the data active means inhibition above about 30%; inconclusive means mostly about 10% to 28%
Target sequence (Q01638 whole entry, looked up): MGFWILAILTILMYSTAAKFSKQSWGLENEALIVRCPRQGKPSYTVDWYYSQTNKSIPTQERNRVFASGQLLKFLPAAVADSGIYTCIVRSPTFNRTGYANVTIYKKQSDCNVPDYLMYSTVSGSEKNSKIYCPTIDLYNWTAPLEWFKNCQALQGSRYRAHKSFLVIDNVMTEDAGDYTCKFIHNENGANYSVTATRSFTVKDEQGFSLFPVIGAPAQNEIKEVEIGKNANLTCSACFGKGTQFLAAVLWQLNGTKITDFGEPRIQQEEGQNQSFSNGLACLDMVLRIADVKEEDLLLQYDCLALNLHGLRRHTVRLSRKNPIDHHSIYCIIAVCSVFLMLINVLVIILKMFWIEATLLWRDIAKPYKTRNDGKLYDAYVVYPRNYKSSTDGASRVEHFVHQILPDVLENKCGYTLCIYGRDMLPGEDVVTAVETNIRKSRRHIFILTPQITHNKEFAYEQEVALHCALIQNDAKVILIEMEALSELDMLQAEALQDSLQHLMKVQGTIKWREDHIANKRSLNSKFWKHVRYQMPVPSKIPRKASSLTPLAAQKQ
Numbers without * were called inactive; i = inactive; ? = inconclusive. Only part of the results is shown; count on the stated rates, not on these rows.

SMILES | ST2 inh
O=C(NCCN1CCOCC1)c1ccc2c(c1)N(Cc1ccccc1)C(=O)CS2 | i
Cc1ccc(-c2nc3ccccn3c2Nc2ccccc2)o1 | ?
COCC(=O)Nc1cc(C(=O)N2CCC(Oc3ccccc3F)CC2)c2c(c1)nc(C1CCC1)n2C | i
CCSc1oc(-c2cccs2)nc1S(=O)(=O)c1ccccc1 | i
NC(=O)c1ccnc(N2CCC(CO)(Cc3ccccc3C(F)(F)F)CC2)c1 | i
Cc1n[nH]c(C)c1CN1C[C@H](N)C[C@H]1C(=O)NC(C)C | i
CCN1CCN(C(=O)CCC2CCN(CC3=CC[C@H]4C[C@@H]3C4(C)C)CC2)CC1 | i
Fc1ccc(CSc2nnnn2-c2ccc3c(c2)OCO3)c(Cl)c1 | i
Cc1noc(C)c1CCC(=O)N1CCCC(C(=O)c2ccc(C(F)(F)F)cc2)C1 (centres undefined) | i
N#Cc1c(-n2ncnc2-c2ccccc2)sc2c1CCCC2 | 31.0%*
Cc1nc(N2CCC(N3CCCCC3)CC2)nc2ccccc12 | i
CN(C)CCNC(=O)C1CCN(S(=O)(=O)N2CCCCC2)CC1 | i
Cc1ccc([N+](=O)[O-])cc1NC(=O)c1cc(S(=O)(=O)N2CCOCC2)c(Cl)cc1Cl | i
COc1cc2c(cc1OC)C(C(=O)NCCN(C)C)C(c1ccccc1F)N(C)C2=O (centres undefined) | 32.0%*
CNc1ncnc2c1ncn2[C@H]1C[C@H](OP(=O)(O)O)[C@@H](COP(=O)(O)O)O1 | ?
CCCCc1ncc(CN2CCN(CCC(C)C)C(CCO)C2)[nH]1 (centres undefined) | i
Cc1ccc(-c2noc([C@@H]3Cc4nc[nH]c4CN3C(=O)CC(C)(C)C)n2)cc1 | i
Nc1nonc1-c1nc2ccccc2n1Cc1cccc(Cl)c1 | ?
Cc1ccc(NC(=O)CN2CCN(Cc3cccc(Cl)c3)S2(=O)=O)cc1 | i
COc1ncc(C(=O)N2C[C@H]3CC=C(C)C[C@H]3C2)cn1 | i
O=C(c1cccc(F)c1)N(c1ccc(Br)cc1)C1C=CS(=O)(=O)C1 (centres undefined) | i
Cc1ccnc(SCCn2c(N3CCCCCC3)nc3c2c(=O)[nH]c(=O)n3C)n1 | i
Cc1c(NC(=O)Cc2c(C(=O)O)[nH]c3ccc(Cl)cc23)cccc1[N+](=O)[O-] | i
Cc1onc(-c2ccccc2)c1C(=O)N1CCN(c2ccccc2)CC1 | i
Cc1cc(NC2CCCCC2)nc(-c2ccccc2O)n1 | i
Cc1ncsc1CCN(C)Cc1cccc(-n2cccn2)c1 | i
CC(=O)C1=C(C)NC(=O)NC1c1cccc([N+](=O)[O-])c1 (centres undefined) | i
CC(C)c1ccc(NC(=O)O[C@@H]2CO[C@H]3[C@@H]2OC[C@@H]3NC(=O)Nc2cccc(C#N)c2)cc1 | i
CCOC(=O)c1cnc2c(Cl)cccc2c1Nc1ccccc1OCC | i
CC(C)Oc1ccc(-c2nc3s/c(=C\c4ccco4)c(=O)n3n2)cc1 | i
COC(=O)c1c(C)oc2cc(Br)c(OCC#N)cc12 | i
CSC1=C(C#N)C2(CCCC2)C(C#N)C(=O)N1 (centres undefined) | i
CCN(Cc1noc(CC(C)C)n1)C(=O)c1ccc2nc(C)c(C)nc2c1 | ?
Brc1ccc(CN2CCN(c3ccccc3)CC2)s1 | i
CCCCN(CC)S(=O)(=O)c1ccc(C(=O)Nc2nnc(-c3ccc(F)cc3)o2)cc1 | i
CSc1cccc(NC(=O)c2ccc(N(Cc3ccccc3Cl)S(C)(=O)=O)cc2)c1 | i
Nc1nc(-c2ccco2)cc(C(F)(F)F)n1 | i
CCc1ccc(S(=O)(=O)N=C2C=C(Nc3ccccc3)C(=O)c3ccccc32)cc1 | 79.0%*
CCc1nc(NCCN(CC)CC)c(C#N)c2c1COC(C)(C)C2 | ?
COC(=O)C1CCCCN1Cc1ccc2c(c1)CN(C(=O)c1ccc3[nH]ccc3c1)CCO2 (centres undefined) | i
Cc1cc(NC(=O)CSc2nc3c([nH]c4ccccc43)c(=O)n2-c2cccc(Cl)c2)no1 | ?
CCOC(=O)c1cnn2c(N)c(C#N)nnc12 | i
CC1CCC(NC(=O)C2C3C=CC4(CN(Cc5ccccc5Cl)C(=O)C24)O3)CC1 (centres undefined) | ?
O=C(CSc1nnc(-c2cccnc2)n1C1CCCCC1)Nc1ccc(Br)cc1 | i
Fc1ccc(C2c3[nH]c4ccccc4c3CCN2Cc2ccoc2)cc1 (centres undefined) | i
O=C(O)c1ccc(O)c(C=Nc2cccc(-c3nc4ccccc4o3)c2)c1 | i
CCc1ccc2nc(N3CCC(C(=O)NCCN(CC)CC)CC3)sc2c1 | ?
COc1ccc(-c2cc(C(=O)N3CCOCC3)c3ccccc3n2)c(OC)c1 | i
Cc1ccc(N=Cc2cc(Cl)cc([N+](=O)[O-])c2O)c(C)c1 | i
CCCCOC(=O)CSC1=C(C#N)C(c2ccc(C)o2)CC(=O)N1 (centres undefined) | i
CC(C)c1nccn1CCCNC(=O)c1ccc(-c2cn[nH]c2)nc1 | ?
Cc1cc(C)c2c(=O)[nH]c(SCC(=O)Nc3ccccc3)nc2n1 | ?
O=c1oc2ccccc2c(O)c1C=Nc1ccccn1 | i
COc1cccc2c1OCCCN(Cc1nc(-c3ccc(C(F)(F)F)cc3)oc1C)C2 | ?
CSc1nc(SC)c2c3c([nH]c2n1)CCCC3 | ?
O=C(Nc1ccnn1C1CCN(c2cnccn2)CC1)c1ccccc1Cl | ?
COC(=O)C1=C(C)NC2=C(C(=O)CC(c3ccc(Cl)cc3)C2)C1c1ccccc1 (centres undefined) | i
O=C(CSc1ncccn1)Nc1ccc([N+](=O)[O-])cn1 | ?
O=C(c1cc(-c2ccc(Br)cc2)on1)N1CCc2ccccc2C1 | i
COc1cc2c(cc1O)C[C@H]1c3c(cc(OC)c(OC)c3-2)CC[N+]1(C)[O-] (some centres undefined) | i
(continued)
SMILES | ST2 inh
CC(NC(=O)c1ccc(F)cc1)C(c1cccs1)N1CCN(C)CC1 (centres undefined) | i
O=[N+]([O-])c1ccc(Cl)c(N=Cc2nc(-c3ccccc3)oc2O)c1 | ?
CC(Cc1cnccn1)NC(=O)c1cc(-c2ccccc2)nn1C (centres undefined) | i
O=C(c1ccc(O)cc1)c1c(O)cc(O)c([C@@H]2O[C@H](CO)[C@@H](O)[C@H](O)[C@H]2O)c1O | i
CCCOc1cccc(C(=O)Nc2cc(Cl)ccc2C(=O)O)c1 | i
CC1(C)C(=O)OC(c2ccccc2F)C(C)(C)C1=O (centres undefined) | ?
O=C(Cn1cnc2c(cnn2-c2ccc(Cl)cc2)c1=O)N1CCCc2ccccc21 | i
CSc1nc2c(c(=O)[nH]1)C(c1ccncc1)C(C(=O)OC(C)C)=C(C)N2 (centres undefined) | i
CCOc1c(Nc2ccccc2CC)c(=O)c1=O | i
COCC1(C(=O)N2CCCC(Cc3ccc(C(=O)O)cc3)C2)CCC1 (centres undefined) | ?
Cc1cc2c(cc1Br)-n1c(nc3ccccc3c1=O)C2=O | i
O=C(CC1Sc2ccccc2NC1=O)Nc1ccc(SC(F)F)cc1 (centres undefined) | i
CC(C)NC(=O)C1CC(=O)N(c2ccc(F)c(Cl)c2)C1 (centres undefined) | i
CCN(Cc1ccccc1)C(=O)CCN1CCC[C@H]1CO | i
CCOc1cccc(C2NC(CC(C)C)(C(=O)O)C3C(=O)N(Cc4ccccc4)C(=O)C23)c1O (centres undefined) | i
CC1SC2(CCCCC2)N(c2ccc(F)cc2)C1=O (centres undefined) | i
CC(C)CN(CC(C)C)C(=O)CN(C)S(=O)(=O)c1ccc2c(c1)CCC(=O)N2 | i
O=C(Cc1c(C(=O)O)[nH]c2ccccc12)Nc1ccc2c(c1)OCO2 | i
O=C(Nc1ccc([N+](=O)[O-])cc1Cl)c1cc(I)ccc1Cl | 31.0%*
CC(C)NC(=O)N1CCC[C@@H](O)[C@H](NC(=O)c2ccc(OCCN3CCOCC3)cc2)C1 | ?

Another view of part of the listing above.
Cc1ccc(NC(=O)CN2CCN(Cc3cccc(Cl)c3)S2(=O)=O)cc1
  ST2 inh = i

COc1ncc(C(=O)N2C[C@H]3CC=C(C)C[C@H]3C2)cn1
  ST2 inh = i

Fetched one by one from above, 5 records:
SMILES | ST2 inh
CSc1nc2c(c(=O)[nH]1)C(c1ccncc1)C(C(=O)OC(C)C)=C(C)N2 (centres undefined) | i
CCOc1c(Nc2ccccc2CC)c(=O)c1=O | i
CC(NC(=O)c1ccc(F)cc1)C(c1cccs1)N1CCN(C)CC1 (centres undefined) | i
CCCOc1cccc(C(=O)Nc2cc(Cl)ccc2C(=O)O)c1 | i
O=C(Cc1c(C(=O)O)[nH]c2ccccc12)Nc1ccc2c(c1)OCO2 | i

Next section:
SMILES | ST2 inh
Cc1nnc([C@H]2CCN(Cc3cc4ccccc4o3)C2)o1 | i
c1nc(NCCN2CCOCC2)c2sc3nc(N4CCOCC4)c4c(c3c2n1)CCCC4 | i
COc1ccc(C2CC(c3ccco3)=Nc3ccccc3S2)cc1OC (centres undefined) | ?
COc1ccc(Cl)cc1NC(=O)CSc1ccccc1 | i
CCOC(=O)c1c(NC(=O)c2ccc(Cl)s2)sc2c1CCN(C)C2 | i
CC(=O)N(O)CCCCCNC(=O)CC(O)(CC(=O)NCCCCCN(O)C(C)=O)C(=O)O | ?
Cc1ccc(-n2nc3c(c2NC(=O)c2c(F)cccc2F)CSC3)c(C)c1 | i
COc1cc2c(cc1OC)C(c1ccc([N+](=O)[O-])cc1)NCC2 (centres undefined) | ?
O=S(=O)(c1ccc(Br)cc1)N1CCSC1c1ccccc1Cl (centres undefined) | i
O=C(O)CN=C(NS(=O)(=O)c1ccccc1)c1ccc(F)cc1 | i
Cc1cc(C)nc(SC/C=C/CSc2nc(C)cc(C)n2)n1 | i
COC(=O)c1c(NC(=O)COc2ccccc2)sc2c1CCN(C(C)C)C2 | i
CCCc1nc2nc[nH]n2c(=O)c1NC(=O)NCc1ccc(C)cc1 | i
CC(=O)c1cccc(N2COc3ccc(Cl)cc3C2)c1 | ?
CCCc1nnc2sc(-c3ccc[nH]3)nn12 | ?
CCNc1ccnc(-c2cccc3[nH]ccc23)n1 | i
CCOc1ccc(C(=O)Nc2sc3c(c2-c2nc4ccccc4s2)CCN(C(C)=O)C3)cc1 | i
O=C(O)CCc1ccc(-c2cccs2)o1 | ?
CCN1CCc2c(sc(NC(=O)c3cccc(C(F)(F)F)c3)c2C(=O)OC)C1 | ?
Cc1nc(NCCCN2CCOCC2)c2cc(-c3ccccc3)sc2n1 | i

Brought forward from above: 5 compounds, then new ones.
SMILES | ST2 inh
CCNc1ccnc(-c2cccc3[nH]ccc23)n1 | i
CCOc1ccc(C(=O)Nc2sc3c(c2-c2nc4ccccc4s2)CCN(C(C)=O)C3)cc1 | i
O=C(O)CCc1ccc(-c2cccs2)o1 | ?
CCN1CCc2c(sc(NC(=O)c3cccc(C(F)(F)F)c3)c2C(=O)OC)C1 | ?
Cc1nc(NCCCN2CCOCC2)c2cc(-c3ccccc3)sc2n1 | i
CN1CCN(C2CC(=O)N(c3ccc(Cl)cc3)C2=O)CC1 (centres undefined) | i
CCC(C)NC(=O)C1(C)CCC(=O)N1Cc1ccc2c(c1)OCO2 (centres undefined) | i
CCO[C@H]1COC[C@@H]1NC(=O)CCc1c(C)nn(C)c1C | ?
CCCC(C)C(=O)N(Cc1ccccc1)c1ccccn1 (centres undefined) | i
CN1CCC(Cc2noc(-c3cccc(-n4cnnc4)n3)n2)CC1 | i
CCOC(=O)C1=C(C)N(C)C(=O)C1CC(=O)O (centres undefined) | i
COc1ccccc1/C=C/c1cc(OC)c2c(C)oc(C)c2c(=O)c1 | ?
O=C(CCSc1ccccc1)Nc1ccccc1F | i
Cc1ncsc1CCN(C)Cc1cnc(N)nc1 | ?
O=C(Cc1c(C(=O)O)[nH]c2ccc(Cl)cc12)Nc1ccc(F)cc1Cl | i
Cc1ccc(-n2cc3c(c2-c2ccccc2)c(=O)n(C)c(=O)n3C)c(C)c1 | i
COc1cc(NC(=O)c2ccc([N+](=O)[O-])cc2Cl)ccc1NC(=O)c1ccco1 | i
CSc1nc2ccccc2n1C1CCCCC1 | i
CC1=C(C(=O)Nc2ccc(C)cn2)C(c2ccccc2C(F)(F)F)C2=C(CCCC2=O)N1 (centres undefined) | i
OCCc1c[nH]c2ccc(OCc3ccccc3)cc12 | ?
COc1cc(CN2CCCCCCC2)cc([N+](=O)[O-])c1O | i
COc1ccc(C2C(C(=O)c3ccco3)=C(O)C(=O)N2c2nnc(C)s2)cc1OC (centres undefined) | i
Cc1ccc(N2NC(=O)/C(=C/c3ccc(-c4cccc([N+](=O)[O-])c4)o3)C2=O)cc1C | 61.0%*
Cc1ccc(N2C(=O)Nc3ccccc3N2O)cc1Cl | i
CN(CC1(CO)CCCC1)c1ccnc(C(=O)NCc2cccnc2)c1 | ?

The final three records of the part before lead into the next.
SMILES | ST2 inh
Cc1ccc(N2NC(=O)/C(=C/c3ccc(-c4cccc([N+](=O)[O-])c4)o3)C2=O)cc1C | 61.0%*
Cc1ccc(N2C(=O)Nc3ccccc3N2O)cc1Cl | i
CN(CC1(CO)CCCC1)c1ccnc(C(=O)NCc2cccnc2)c1 | ?
Cc1ccc(S(=O)(=O)Nc2ccccn2)cc1C | i
Cc1cccc(Cl)c1NC(=O)N1CCCCC1CCN1CCOCC1 (centres undefined) | i
COc1cc(/C=C2/C(=O)NN(c3ccc(C)c(Cl)c3)C2=O)ccc1OCc1ccccc1 | 48.0%*
CN(C)c1cc(N(C)CC2CC(=O)N(C(C)(C)C)C2)ncn1 (centres undefined) | i
Cn1c(C(=O)NCCCN2CCCC2=O)cc2c(=O)n3ccccc3nc21 | ?
Cc1noc(C)c1S(=O)(=O)NCc1ccccc1 | i
Cc1nc([N+](=O)[O-])c(N2CCOCC2)n1Cc1ccccc1 | i
COc1ccc(C(=O)Nc2ccc(S(=O)(=O)N3CCOCC3)cc2)cc1[N+](=O)[O-] | i
COCCOC(=O)C1=C(C)NC2=C(C(=O)CCC2)C1c1ccccc1 (centres undefined) | i
O=C(Cn1c(=O)sc2ccccc21)Nc1ccccc1F | i
O=C(O)c1cccc(N=Cc2nc(-c3ccc(Br)cc3)oc2O)c1 | i
CCOC(=O)c1sc(NC(=O)c2ccc(Br)s2)nc1C | i
COCCNC(=O)c1ccc(CS(=O)(=O)c2c(Cl)cccc2Cl)o1 | i
